Screens deposited in PubChem BioAssay by several laboratories.
Shn3 inh set2 = reduces Shn3 3'UTR luciferase signal in osteoblasts. inhibition, % at 12.5 µM. Clone20 osteoblast Shn3 3'UTR firefly luciferase, 24 h. 360,000 tested, 0.52% active. AID 588674;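 active means mean inhibition of at least 75% with every replicate also reaching 75%; inconclusive means mean inhibition at least 75% but some replicate below; inactive means mean inhibition below 75%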;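 further: 0% = median of neutral control wells and 100% = pilot-screen positive control compound; some compounds past the cut are filed as inactive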
NR2E3 ag-1 = activates human NR2E3 receptor; Q9Y5X4; 360,000 tested, 0.35% active; CHO-S Gal4-NCOR/VP16-NR2E3 two-hybrid, luciferase; AID 602229; inhibition of corepressor binding, % at 3.98 µM;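 active means inhibition above the mean of all tested compounds plus 3 SD, cut at about 70% in these data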;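 further: 0% = DMSO with NR2E3 transfected cells and 100% = cells lacking NR2E3 construct; higher means lower luciferase signal from less NR2E3 corepressor binding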
CaV13 ICDI inh = Disruptors of the CACNA1D IQ motif to Ca2+-dependent inactivation inhibitor domain association, primary screening, Förster resonance energy transfer in intact living … | 340,000 tested, 0.098% active | inhibition, % at 12.3 µM | HEK cells, CFP/YFP FRET ICDI-IQ, plate reader, 10 min; percent FRET-ratio fall versus neutral wells;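 active means mean replicate inhibition of at least 30% and at least 1% of replicates passing that level; inconclusive means only one of the two criteria is met; inactive means neither criterion is met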;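 further: 0% = median of the neutral control wells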
Peg3 prom inh = reduces Peg3 promoter-driven luciferase expression in HeLa. HeLa PEG-Prom luciferase reporter, luminescence, overnight. AID 588405. 360,000 tested, 1.7% active. inhibition, % at 20 µM;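 active means inhibition of at least 50% at 20 µM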
NR2E3 ag-2 = NR2E3 (human) agonism. GST-NR2E3/biotin-RetCOR TR-FRET, 1536-well. inhibition of corepressor binding, % at 4.78 µM. 320,000 tested, 0.12% active. AID 2300;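 active means percent inhibition above the cutoff of mean plus 3 SD of all tested compounds, set per screening campaign, cut at about 20% in these data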;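 further: 0% = DMSO wells and 100% = biotin wells as full block of FRET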
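Test system: GST-NR2E3 and biotin-RetCOR proteins | Quantity: 1.35 nM GST-tagged NR2E3 final | Medium: Tris pH 7.5 | Also added: 7 nM biotin-RetCOR | Dosing: Compound at 4.8 µM, single dose | Timing: 5 h at 4 °C | Detection: Time-resolved FRET | Read-out basis: Percent inhibition | Benchmarks: Biotin wells as high control, 0.6% DMSO wells as low control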
iPSC survival up = hiPSC single-cell survival enhancement. ATPlite luminescence; 100% = ROCK inhibitor wells, 0% = DMSO. survival enhancement, % at 20 µM. 360,000 tested, 0.044% active. AID 602274; in the data active means survival enhancement above about 18%;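 further: cells exposed to compounds for 16 hours before the ATP read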
HTR2A ag = activates the mouse 5-HT2A serotonin receptor; P35363; CHO-K1 mHTR2A beta-arrestin complementation, luminescence; percent of 30 µM serotonin response; activation, % at 7.6 µM; 360,000 tested, 0.66% active;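 active means activation above a run cutoff, the mean activation of all tested compounds plus 3 SD, cut at about 14% in these data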;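 further: 0% = plate median of compound wells and 100% = 30 µM serotonin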
HIF-2a inh = blocks HIF-2a reporter activity; 786-0 RCC cells HIF-2a reporter, luciferase luminescence, overnight; inhibition, % at 18.8 µM; 360,000 tested, 0.72% active;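 active means inhibition of the luminescence signal of 40% or more relative to plate controls, in a single-dose primary screen at 18.75 µM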
MITF TRPM1 inh = inhibitors of MITF-driven TRPM1 promoter in melanoma cells | SK-MEL-5 TRPM1 promoter luciferase, 24 h | inhibition, % at 12.5 µM | 330,000 tested, 0.83% active | AID 488899;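 active means mean inhibition across replicates of 60% or more, whatever share of single replicates reaches that level; inconclusive means some that reach 60%, reason not given; inactive means mean inhibition across replicates below 60%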; further: values of inactives mirror those of a sister screen read the other way
H9c2 protect = modulators protecting cardiomyocytes from myocardial damage | H9c2 cardiomyocytes, H2O2 injury protection, ATPLite, 2 h | protection from H2O2 cell death, % at 20 µM | 360,000 tested, 0.63% active;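 active means compounds giving at least 50% protection of heart cells from peroxide-induced death in the single-dose screen, raw or plate-pattern-corrected value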;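 further: 0% = DMSO wells with peroxide and 100% = DMSO wells without peroxide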
PDI inh = blocks human protein disulfide isomerase activity; inhibition, % at 10 µM; AID 588391; PDI insulin aggregation turbidity, A650, 90 min; 350,000 tested, 0.052% active;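 active means mean inhibition across replicates of 30% or more, whatever share of single replicates reach that level; inconclusive means mean inhibition below 30% while every single replicate reaches 30%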;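 further: absorbance from insulin aggregation driven by PDI reduction with DTT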
The depositor's hits bear a star; ? = inconclusive; / = no result given.

Molecule	Shn3 inh set2	NR2E3 ag-1	CaV13 ICDI inh	Peg3 prom inh	NR2E3 ag-2	iPSC survival up	HTR2A ag	HIF-2a inh	MITF TRPM1 inh	H9c2 protect	PDI inh
COC(=O)CNC(=O)Cc1c(C)n(C(=O)c2ccc(Cl)cc2)c2ccc(OC)cc12	13	-1	-6	13	-1	-0.5	3	7	14	10	0
Cn1cccc1C(C#N)(CC#N)c1cccc(F)c1C#N (stereo unspecified)	14	12	/	10	1	1.9	0	13	20	4	6
CCOC(=O)C1=C(Nc2cccc(Cl)c2)OCC1=O	3	-23	-7	4	0	1.4	-4	-2	12	3	-18
CCCc1[nH]nc2c1C(Cc1ccccc1)C(C#N)=C(N)O2 (stereo unspecified)	-6	12	-8	34	-4	1.1	4	18	15	-3	9
CC(=O)c1c(C)[nH]c(C(=O)OCC(=O)NCCc2ccc(F)cc2)c1C	-6	-5	/	-2	0	0.2	-1	22	-2	0	-4
CCNC(=S)Nc1ccc(Cl)c([N+](=O)[O-])c1	-7	-20	-3	-37	1	-0.3	-3	-8	-3	-18	2
O=C(N/N=C\c1ccc(Sc2ccccn2)o1)c1cccc(F)c1	5	-9	-5	3	-4	11	-2	-27	0	-19	5
CCOc1ncccc1C(=O)Nc1ccc(F)cc1	11	-15	-6	-18	0	0.3	-4	-11	-4	-4	6
CC1(C)CC(=O)C2=C(C1)OC(N)=C(C#N)C2CCc1ccccc1 (stereo unspecified)	2	23	-5	13	1	0.8	2	2	10	-1	1
CC(C)[C@H](NC(=O)N1CC(=O)Nc2ccccc21)C(=O)N[C@@H](Cc1c[nH]c2ccccc12)C(=O)O	17	-24	/	15	-2	-0.4	-1	19	17	0	/
Cc1c(OCC(=O)NC(Cc2ccc(Cl)cc2)C(=O)O)ccc2c1oc(=O)c1ccccc12 (stereo unspecified)	2	-3	/	-32	2	1.9	0	-6	0	1	/
COc1ccc(CCNC(=O)NC2CCCCC2)cc1OC	-17	2	-6	2	0	1.4	1	-1	11	-3	-11
COc1ccc(-c2noc(CCC(=O)N3CCN(c4ccc(C(F)(F)F)cc4)CC3)n2)cc1	15	-5	-4	8	/	1.9	2	7	4	-16	-7
COc1ccc(CC2(CO)CCN(Cc3cnn(-c4ccccc4OC)c3)CC2)cc1	7	-6	3	-7	7	0.0	-6	-5	-4	8	6
CCCNC(=O)c1ccc(N2CCC3(CC2)CC(c2cccc(Br)c2)=NO3)c(N)c1	14	25	-12	-19	2	-2.3	-6	-30	1	0	3
O=C(NC1CCN(c2ncccn2)CC1)c1c(F)cccc1F	-7	10	-7	-4	1	0.2	3	2	-9	-6	4
CCn1cc(CCCC(=O)NCc2cccc(OC)c2)c2ccccc21	-2	13	-3	11	/	-0.3	-5	10	9	-5	6
C=CCOc1nc(N2CCCC2)nc(N2CCCC2)n1	7	3	-3	21	4	1.0	6	8	1	-2	-3
O=C(Cc1ccccc1)N1CCN(S(=O)(=O)c2ccc([N+](=O)[O-])cc2)CC1	0	11	-3	10	-3	0.2	-3	7	5	8	-5
Cc1coc2cc3oc(=O)c(CCC(=O)NCc4ccccn4)c(C)c3cc12	6	8	/	-4	-3	5.1	-6	-15	-4	-2	/
CN1/C(=C\C(=O)c2oc3ccccc3c2N)C(C)(C)c2ccccc21	12	-4	-1	40	7	-2.9	-6	-60	-1	48	-4
COc1cccc(C(=O)CSc2nnc(-c3cccs3)o2)c1	-7	-14	-5	-18	3	-2.2	-4	-38	-8	0	3
CCOc1ccc(S(=O)(=O)N/N=C2/CCCC(=O)C2)cc1	-4	4	-5	11	-2	4.2	-2	11	-7	-2	7
COc1ccc(CCN(C)C(=O)CNC(=O)Cc2cccc3ccccc23)cc1OC	-20	-23	-6	15	0	-0.5	-7	8	9	-3	-5
O=C(Nc1ccc([N+](=O)[O-])cc1)c1ccccc1F	-63	-64	17	-230	3	-1.6	2	-274	-66	-2	0
CC(C)(C)OC(=O)N1C(=O)[C@](OC(=O)c2ccccc2)(c2ccc(F)cc2)c2ccccc21	/	-12	-9	/	/	-0.1	4	14	/	/	/
Cc1c(C(=O)N2CCN(Cc3cccs3)CC2)oc2ccccc12	-23	-16	-2	-60	5	0.9	-13	-56	-3	6	-3
CCOc1cc(C(=O)Nc2ccc(N3CCN(S(C)(=O)=O)CC3)cc2)cc(OCC)c1OCC	-4	-37	/	17	-3	2.6	2	14	-10	-2	1
Cc1ccccc1OCC(=O)N(Cc1cccs1)C1CCS(=O)(=O)C1 (stereo unspecified)	0	4	-4	-3	2	-3.2	-8	12	11	0	9
N=c1oc2ccccc2cc1C(=O)Nc1cccc(F)c1	-5	-35	-6	-258	0	0.2	1	-249	3	-4	0
Cc1cc(C(=O)CN2C(=O)NC3(CCCCC3C)C2=O)c(C)n1Cc1cccs1 (stereo unspecified)	-117	-132	-3	-238	3	0.0	1	-212	-98	-5	-1
CCc1nnc(N/N=C/c2ccc(N3CCC(C)CC3)c([N+](=O)[O-])c2)n1N	-1	-12	-5	2	0	0.2	-3	2	-7	-12	0
CCC1(CC)C(=O)NC(=S)N=C1N	-1	-18	-9	9	/	5.7	21*	19	-7	-3	12
CC(C)Cc1nc2c(nnn2Cc2ccccc2F)c(=O)[nH]1	5	-33	-11	16	2	0.0	0	13	-1	12	-1
C=CCn1c(SCC(=O)c2ccc(F)cc2)nnc1-c1ccc2c(c1)OCO2	12	1	-5	2	0	-0.9	5	1	7	-8	0
COc1ccccc1N(CC(=O)Nc1ccccc1C(F)(F)F)S(=O)(=O)c1cccs1	9	18	-5	13	/	0.0	1	15	-1	-5	5
COc1ccc(CCNC(=O)C(=O)N/N=C/c2cccs2)cc1OC	-1	-9	-19	1	3	4.5	4	11	-6	-3	-7
CC1CCCN(C(=O)c2ccc(S(=O)(=O)N3CCC(c4nc5ccccc5s4)CC3)cc2)C1 (stereo unspecified)	67	-11	-13	-57	1	-1.6	-2	-4	12	-13	4
CC(C)n1cc(/C=C2/NC(=O)N(c3cccc(Cl)c3)C2=O)c2ccccc21	18	-20	-6	26	-2	0.0	4	4	-1	0	1
NC(=O)C1CCN(c2nc(-c3ccccc3C(F)(F)F)cs2)CC1	-53	-128	-5	-348	/	1.3	-3	-204	-71	-7	4
COC(=O)C1CN(C(=O)COc2cc(C)c(Cl)c(C)c2)c2ccccc2O1 (stereo unspecified)	17	-27	-13	2	0	-0.3	-3	14	3	-6	-4
CCc1ccc(NC(=O)CSc2nc3ccccc3nc2N2CCCC2)cc1	-7	-25	10	-11	3	-2.2	5	-51	/	-12	/
Cn1c(CNC(=O)c2ccc3c(c2)OCO3)nnc1SCC(=O)Nc1ccc(F)cc1	6	-11	-7	-22	-1	1.9	5	-10	-6	-2	-5
CC(C)C(C(=O)NC1CCCCC1)N(CC1CCCO1)C(=O)CNS(=O)(=O)c1ccc(F)cc1 (stereo unspecified)	13	-6	/	21	1	-0.6	1	12	10	4	7
Oc1ccc(CN2CCN(c3ncccn3)CC2)cc1	4	0	-5	6	5	1.4	30*	8	6	0	3
Cc1noc(C)c1C(=O)OCC(=O)NCCc1ccccc1	11	12	-6	5	2	-1.9	-1	-4	1	5	0
CC(C)CN1C(=O)c2ccc(C(=O)Nc3ccncc3)cc2C1=O	3	-3	-8	0	1	-0.9	7	-9	-1	-15	-1
COc1ccc(C2CC2/C(C)=N/OC(=O)C2CC2)cc1 (stereo unspecified)	-13	4	2	10	-6	-0.4	3	-35	-6	-2	14
Cc1cc(C)cc(CC(=O)N2CCC2(C)C(=O)NS(=O)(=O)c2ccc(Br)cc2)c1 (stereo unspecified)	6	-31	-6	-37	/	-1.8	3	-7	/	3	?
COc1ccc(N2CCN(C(=O)COC(=O)CCOc3cc(C)ccc3C)CC2)cc1	21	6	-4	4	0	1.0	5	10	4	1	4
Cc1cn([C@H]2C[C@H](O)[C@@H](CNC(=O)CNC(=O)CN)O2)c(=O)[nH]c1=O	-13	2	-10	-4	/	-0.1	-1	6	/	4	10
CC(=O)N1c2ccc(S(=O)(=O)N3CCC(C(=O)NCc4ccccc4Cl)CC3)cc2CC1C (stereo unspecified)	44	26	-4	-1	2	1.2	-9	14	7	0	3
Cc1ccc(Nc2nnc(SCC(=O)NCCN3C(=O)CSC3=O)s2)cc1C	-49	-56	-4	-114	1	-2.7	4	-131	5	-14	3
Clc1ccc2nc(-c3cccc(SC4CCCCC4)c3)c(NCc3ccccc3)n2c1	47	2	-12	-17	4	-2.4	-4	-36	-2	-13	1
O=C(NCCc1ccc(C(F)(F)F)cc1)C1CC(=O)N(Cc2ccccc2)C1 (stereo unspecified)	-2	3	-7	3	-3	0.1	-11	3	-1	6	-6
O=C(CCc1c[nH]c2ccccc12)N1CCN(c2ccc(F)cc2)CC1	6	-26	0	6	3	-0.3	-8	12	7	-6	4
